TWEAK-Fn14 inh: TWEAK-Fn14 signaling inhibition; 360,000 tested, 2% active; TWEAK-stimulated Fn14 reporter cells, luciferase luminescence, 8 h; inhibition, % at 10 µM; AID 1159606; in the data active = inhibition above about 50%
NCOA1 inh: inhibitors of human steroid receptor coactivator 1 (SRC1); Q15788; HEK293 GAL4-SRC1 luciferase reporter, luminescence; inhibition, % at 3.6 µM; 360,000 tested, 0.12% active; AID 588354;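 active = inhibition above the campaign mean plus 3 SD, with each screening campaign given its own cutoff, cut at about 60% in these data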;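 note: 0% = DMSO treated cells and 100% = gossypol at 36 µM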
NR2F2 inh: blocks human COUP-TFII nuclear receptor | HEK293T NGFI-A luciferase reporter, luminescence | AID 686940 | P24468 | inhibition, % at 8.6 µM | 370,000 tested, 0.7% active;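 active = inhibition above a per-plate cutoff, mean inhibition of test wells between control levels plus 3 SD, cut at about 38% in these data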;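 note: cells cotransfected with COUP-TFII expression vector driving the NGFI-A reporter; 0% = median of COUP-TF2 test wells and 100% = reporter-only cells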
Target sequence (P24468 whole entry, looked up): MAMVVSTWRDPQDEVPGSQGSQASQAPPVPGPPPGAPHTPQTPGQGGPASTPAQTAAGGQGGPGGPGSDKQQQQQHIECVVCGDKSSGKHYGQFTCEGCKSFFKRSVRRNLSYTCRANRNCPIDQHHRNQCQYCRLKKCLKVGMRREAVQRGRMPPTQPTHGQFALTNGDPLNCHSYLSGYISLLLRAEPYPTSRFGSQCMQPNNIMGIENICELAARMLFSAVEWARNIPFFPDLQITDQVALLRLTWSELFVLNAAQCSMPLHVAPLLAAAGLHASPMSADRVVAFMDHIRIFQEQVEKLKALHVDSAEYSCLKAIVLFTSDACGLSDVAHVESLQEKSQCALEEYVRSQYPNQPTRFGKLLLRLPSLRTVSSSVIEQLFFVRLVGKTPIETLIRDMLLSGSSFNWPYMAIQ
TLR9-MyD88 block: TLR9-MyD88 interaction inhibition; Q9NR96+Q99836; CHO BLA complementation TLR9-MyD88, CCF4 FRET ratio; inhibition, % at 4.98 µM; 340,000 tested, 0.21% active;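 active = inhibition above the mean over all tested compounds plus 3 SD, cut at about 21% in these data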;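 note: 0% = DMSO only wells and 100% = clavulanate BLA inhibitor control wells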
ABHD5 PLIN5 PPI: ABHD5-PLIN5 protein interaction inhibition; Split G. princeps luciferase complementation, luminescence, 4 h; inhibition, % at 4 µM; Q00G26+Q8WTS1; 360,000 tested, 0.78% active; AID 602281;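 active = inhibition above the mean inhibition across every tested compound plus 3 SD, cut at about 22% in these data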;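 note: 0% = DMSO only wells and the 100% control is not disclosed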
LRH-1 inv ag: inverse agonists of human LRH-1 (NR5A2). HEK293T StAR-luciferase reporter, LRH-1 transfected, 24 h. inhibition, % at 3.6 µM. 360,000 tested, 0.13% active;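 active = inhibition above the mean inhibition of all tested compounds plus 3 SD, cut at about 73% in these data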;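 note: 0% = DMSO wells and 100% = reporter-only cells lacking LRH-1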
NCOA3 inh: inhibits human SRC3 coactivator. 360,000 tested, 0.17% active. HEK293 GAL4-SRC3 luciferase reporter, luminescence. AID 588352. inhibition, % at 3.6 µM;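 active = inhibition above a per-campaign cutoff, the mean of all compounds plus 3 SD, cut at about 60% in these data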;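 note: 0% = DMSO-treated cells and 100% = gossypol-treated cells at 36 µM; higher means less SRC3-driven luciferase light from the GAL4 reporter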
TROY signal inh: inhibitors of TROY-dependent NF-kB signaling | Q293 LMP1-TROYcd NF-kB luciferase reporter, 4 h | inhibition, % at 10 µM | 360,000 tested, 0.98% active;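 active = compounds whose plate-normalised and pattern-corrected inhibition of the luciferase reporter signal at the single screening dose is 50% or more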
NCOA2 inhibitor: inhibits human steroid receptor coactivator 2 | HEK293 GAL4-SRC2 luciferase reporter, luminescence | inhibition, % at 9 µM | 370,000 tested, 0.17% active | AID 651957;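 active = inhibition above the mean inhibition of all tested compounds plus 3 SD, set per campaign, cut at about 52% in these data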;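 note: 0% = DMSO treated cells and 100% = cells given Gossypol at 36 µM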
NOD2-RIPK2 inh: inhibitors of human NOD2-RIPK2 interaction. O43353. CHO BLA complementation NOD2-RIPK2, CCF4 ratio. inhibition, % at 4.98 µM. 360,000 tested, 0.38% active; in the data active = inhibition above about 21%;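 note: 0% = vehicle only and 100% = reference blocker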
Target sequence (O43353 whole entry, looked up): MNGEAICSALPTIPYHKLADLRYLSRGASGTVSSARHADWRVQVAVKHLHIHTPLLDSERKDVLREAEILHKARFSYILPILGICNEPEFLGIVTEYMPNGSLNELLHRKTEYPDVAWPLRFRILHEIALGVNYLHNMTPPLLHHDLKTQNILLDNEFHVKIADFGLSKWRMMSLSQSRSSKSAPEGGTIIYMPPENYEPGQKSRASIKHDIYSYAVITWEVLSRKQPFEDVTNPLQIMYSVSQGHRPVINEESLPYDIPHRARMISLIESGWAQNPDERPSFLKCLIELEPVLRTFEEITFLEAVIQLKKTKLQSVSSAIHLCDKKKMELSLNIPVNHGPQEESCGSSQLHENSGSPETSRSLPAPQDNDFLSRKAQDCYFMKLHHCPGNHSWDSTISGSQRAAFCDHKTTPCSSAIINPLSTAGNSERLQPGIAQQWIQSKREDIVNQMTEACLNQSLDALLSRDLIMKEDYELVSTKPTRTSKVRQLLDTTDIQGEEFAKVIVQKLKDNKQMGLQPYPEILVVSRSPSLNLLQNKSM
Exocytosis inh: blocks lytic granule exocytosis | 360,000 tested, 0.66% active | inhibition, % at 10 µM | TALL-104 LAMP-1 surface exposure, flow cytometry; cells stimulated with thapsigargin and PMA;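 active = inhibition above about 55%, limit read from the data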
Numbers without * were called inactive. Some of the compounds tested; the hit share may differ from the screen's.

What do the screens show for `Cc1noc(C)c1CSCC(=O)NC1=NCCS1`?
TWEAK-Fn14 inh: -9; NCOA1 inh: 2; NR2F2 inh: 9; TLR9-MyD88 block: 13; ABHD5 PLIN5 PPI: -12; LRH-1 inv ag: 9; NCOA3 inh: -1; TROY signal inh: 2; NCOA2 inhibitor: 5; NOD2-RIPK2 inh: 0; Exocytosis inh: -2

Results for CCOC(=O)C1CCCN(C(=O)c2cc3cc(OC)c(OC)cc3[nH]2)C1 (stereo unspecified) ?
TWEAK-Fn14 inh: -2; NCOA1 inh: 6; NR2F2 inh: -13; TLR9-MyD88 block: -3; ABHD5 PLIN5 PPI: -2; LRH-1 inv ag: -1; NCOA3 inh: 1; TROY signal inh: 0; NCOA2 inhibitor: -18; NOD2-RIPK2 inh: 1; Exocytosis inh: -5

What do the screens show for `Cc1cc(NC(=O)c2ccc3nc(C)sc3c2)no1`?
TWEAK-Fn14 inh: 8; NCOA1 inh: -46; NR2F2 inh: -50; TLR9-MyD88 block: 4; ABHD5 PLIN5 PPI: 10; LRH-1 inv ag: -177; NCOA3 inh: -50; TROY signal inh: -59; NCOA2 inhibitor: -61; NOD2-RIPK2 inh: -5; Exocytosis inh: 4

How did Cc1nc(NC(=O)c2ccc3c(c2)OCO3)ccc1Br do in these assays?
TWEAK-Fn14 inh: -13; NCOA1 inh: -129; NR2F2 inh: -49; TLR9-MyD88 block: -16; ABHD5 PLIN5 PPI: -4; LRH-1 inv ag: -178; NCOA3 inh: -88; TROY signal inh: -43; NCOA2 inhibitor: -53; NOD2-RIPK2 inh: 2; Exocytosis inh: -44

What do the screens show for `COC(=O)Nc1ccc(S(=O)(=O)N(CCO)CCO)cc1`?
TWEAK-Fn14 inh: 0; NCOA1 inh: 2; TLR9-MyD88 block: 5; ABHD5 PLIN5 PPI: -9; LRH-1 inv ag: 6; NCOA3 inh: -7; TROY signal inh: 1; NOD2-RIPK2 inh: 2; Exocytosis inh: -2

How did O=C(CCNC(=O)c1ccccc1Cl)Nc1cc(C(F)(F)F)ccc1Cl do in these assays?
TWEAK-Fn14 inh: -5; NCOA1 inh: -10; NR2F2 inh: 3; TLR9-MyD88 block: 16; ABHD5 PLIN5 PPI: -7; LRH-1 inv ag: -1; NCOA3 inh: 19; TROY signal inh: -6; NCOA2 inhibitor: 17; NOD2-RIPK2 inh: -6; Exocytosis inh: -5

Results for O=C(c1cc2nc(-c3ccccc3)cc(C(F)(F)F)n2n1)N1CCN2CCCC2C1 (stereo unspecified) ?
TWEAK-Fn14 inh: 9; NCOA1 inh: 10; NR2F2 inh: 0; TLR9-MyD88 block: 3; ABHD5 PLIN5 PPI: -1; LRH-1 inv ag: 3; NCOA3 inh: 5; TROY signal inh: 23; NCOA2 inhibitor: 4; NOD2-RIPK2 inh: -4; Exocytosis inh: 11

What do the screens show for `CCCn1c2ccccc2c2cnn(CC(=O)N(CC)CC)c(=O)c21`?
TWEAK-Fn14 inh: -4; NCOA1 inh: 14; NR2F2 inh: -3; TLR9-MyD88 block: -1; ABHD5 PLIN5 PPI: -9; LRH-1 inv ag: -2; NCOA3 inh: -5; TROY signal inh: 9; NCOA2 inhibitor: 7; NOD2-RIPK2 inh: -13; Exocytosis inh: 11

Results for O=C(NCCOc1ccccc1)C1CCC(=O)N(CCCN2CCCC2=O)C1 (stereo unspecified) ?
TWEAK-Fn14 inh: 4; NCOA1 inh: -2; NR2F2 inh: 14; TLR9-MyD88 block: 9; ABHD5 PLIN5 PPI: 3; LRH-1 inv ag: -9; NCOA3 inh: -4; TROY signal inh: 9; NCOA2 inhibitor: -19; NOD2-RIPK2 inh: -11; Exocytosis inh: -3

How did COc1cc(C2C(C(=O)c3cc4ccccc4o3)=C(O)C(=O)N2c2cc(C)on2)cc(OC)c1OC (stereo unspecified) do in these assays?
TWEAK-Fn14 inh: -3; NCOA1 inh: -18; NR2F2 inh: 2; TLR9-MyD88 block: 11; ABHD5 PLIN5 PPI: -1; LRH-1 inv ag: -16; NCOA3 inh: -17; TROY signal inh: -18; NCOA2 inhibitor: -25; NOD2-RIPK2 inh: 3; Exocytosis inh: 1

Results for O=[N+]([O-])c1ccc(OCCCCN2CCc3ccccc3C2)cc1 ?
TWEAK-Fn14 inh: -2; NCOA1 inh: 6; NR2F2 inh: -11; TLR9-MyD88 block: 2; ABHD5 PLIN5 PPI: 0; LRH-1 inv ag: 12; NCOA3 inh: 1; TROY signal inh: 7; NCOA2 inhibitor: -9; NOD2-RIPK2 inh: -3; Exocytosis inh: 10

How did CC(C)(C)n1nc2c(c1NC(=O)Cc1ccc(F)cc1)CSC2 do in these assays?
TWEAK-Fn14 inh: 24; NCOA1 inh: -6; NR2F2 inh: 17; TLR9-MyD88 block: -3; ABHD5 PLIN5 PPI: -9; LRH-1 inv ag: -16; NCOA3 inh: -4; TROY signal inh: 1; NCOA2 inhibitor: 1; NOD2-RIPK2 inh: -9; Exocytosis inh: 12

How did O=C(Nc1ccc(S(=O)(=O)N2CCOCC2)cc1)c1ccc([N+](=O)[O-])o1 do in these assays?
TWEAK-Fn14 inh: 18; NCOA1 inh: -16; NR2F2 inh: -11; TLR9-MyD88 block: 10; ABHD5 PLIN5 PPI: -1; LRH-1 inv ag: 45; NCOA3 inh: 5; TROY signal inh: -1; NCOA2 inhibitor: -7; NOD2-RIPK2 inh: 20; Exocytosis inh: -1

How did Cc1cc(CNC(=O)CC2C(=O)NCCN2Cc2ccccc2C(F)(F)F)on1 (stereo unspecified) do in these assays?
TWEAK-Fn14 inh: 12; NCOA1 inh: -2; NR2F2 inh: -2; TLR9-MyD88 block: -4; ABHD5 PLIN5 PPI: 5; LRH-1 inv ag: 10; NCOA3 inh: 23; TROY signal inh: 1; NCOA2 inhibitor: -8; NOD2-RIPK2 inh: -3; Exocytosis inh: 13

How did Cc1cc2c(c(SCC(=O)NCc3ccc(Cl)cc3)n1)C(=O)OC2 do in these assays?
TWEAK-Fn14 inh: -1; NCOA1 inh: 8; NR2F2 inh: -7; TLR9-MyD88 block: 6; ABHD5 PLIN5 PPI: 0; LRH-1 inv ag: -1; NCOA3 inh: 7; TROY signal inh: 2; NCOA2 inhibitor: 2; NOD2-RIPK2 inh: -10; Exocytosis inh: 0

Brought forward from above: 2 compounds, then new ones.
How did Cc1cc(CNC(=O)CC2C(=O)NCCN2Cc2ccccc2C(F)(F)F)on1 (stereo unspecified) do in these assays?
TWEAK-Fn14 inh: 12; NCOA1 inh: -2; NR2F2 inh: -2; TLR9-MyD88 block: -4; ABHD5 PLIN5 PPI: 5; LRH-1 inv ag: 10; NCOA3 inh: 23; TROY signal inh: 1; NCOA2 inhibitor: -8; NOD2-RIPK2 inh: -3; Exocytosis inh: 13

How did Cc1cc2c(c(SCC(=O)NCc3ccc(Cl)cc3)n1)C(=O)OC2 do in these assays?
TWEAK-Fn14 inh: -1; NCOA1 inh: 8; NR2F2 inh: -7; TLR9-MyD88 block: 6; ABHD5 PLIN5 PPI: 0; LRH-1 inv ag: -1; NCOA3 inh: 7; TROY signal inh: 2; NCOA2 inhibitor: 2; NOD2-RIPK2 inh: -10; Exocytosis inh: 0

How did CCc1ccc(N2C(=O)Nc3ccccc3C2(O)C(=O)N2CCN(c3ccccn3)CC2)cc1 (stereo unspecified) do in these assays?
TWEAK-Fn14 inh: 11; NCOA1 inh: -25; NR2F2 inh: 15; TLR9-MyD88 block: 3; ABHD5 PLIN5 PPI: 1; LRH-1 inv ag: -20; NCOA3 inh: 12; TROY signal inh: 0; NCOA2 inhibitor: 7; NOD2-RIPK2 inh: -17; Exocytosis inh: 0

What do the screens show for `CCN(CC)S(=O)(=O)c1ccc(NC(=O)COC(=O)CNC(=O)C2CCCCC2)cc1`?
TWEAK-Fn14 inh: -11; NCOA1 inh: -19; NR2F2 inh: -25; TLR9-MyD88 block: 2; ABHD5 PLIN5 PPI: -10; LRH-1 inv ag: -14; NCOA3 inh: 1; TROY signal inh: 10; NCOA2 inhibitor: -2; NOD2-RIPK2 inh: 6; Exocytosis inh: -2

What do the screens show for `O=C(c1cc2cc([N+](=O)[O-])ccc2oc1=O)N1CCN(C2CCCCC2)CC1`?
TWEAK-Fn14 inh: -4; NCOA1 inh: -16; NR2F2 inh: -2; TLR9-MyD88 block: 11; ABHD5 PLIN5 PPI: -1; LRH-1 inv ag: -4; NCOA3 inh: 3; TROY signal inh: 9; NCOA2 inhibitor: -15; NOD2-RIPK2 inh: 4; Exocytosis inh: 15

How did CC(=O)N/N=C/c1cc2c(cc1[N+](=O)[O-])OCO2 do in these assays?
TWEAK-Fn14 inh: -7; NCOA1 inh: 11; NR2F2 inh: -2; TLR9-MyD88 block: 0; ABHD5 PLIN5 PPI: 0; LRH-1 inv ag: 1; NCOA3 inh: 17; TROY signal inh: -12; NCOA2 inhibitor: 3; NOD2-RIPK2 inh: -1; Exocytosis inh: 1

How did COc1ccccc1C(=O)N/C(=C\c1cn(S(=O)(=O)N(C)C)c2ccccc12)C(=O)NCCCN1CCOCC1 do in these assays?
TWEAK-Fn14 inh: 31; NCOA1 inh: 1; NR2F2 inh: 4; TLR9-MyD88 block: -5; ABHD5 PLIN5 PPI: 1; LRH-1 inv ag: 13; NCOA3 inh: 8; TROY signal inh: -19; NCOA2 inhibitor: 23; NOD2-RIPK2 inh: -7; Exocytosis inh: 0

What do the screens show for `Cc1ccc(S(=O)(=O)NC(=O)NCc2ccc(Cl)cc2)cc1`?
TWEAK-Fn14 inh: 1; NCOA1 inh: -9; NR2F2 inh: -12; TLR9-MyD88 block: -9; ABHD5 PLIN5 PPI: 4; LRH-1 inv ag: 18; NCOA3 inh: 1; TROY signal inh: 4; NCOA2 inhibitor: 17; NOD2-RIPK2 inh: -5; Exocytosis inh: -2

How did OC(c1ccc(F)cc1)c1nc(-c2cccs2)cs1 (stereo unspecified) do in these assays?
TWEAK-Fn14 inh: -12; NCOA1 inh: -14; NR2F2 inh: -13; ABHD5 PLIN5 PPI: 4; LRH-1 inv ag: -8; NCOA3 inh: -43; TROY signal inh: -36; NCOA2 inhibitor: -13; NOD2-RIPK2 inh: -18; Exocytosis inh: -3
